Screening data as filed in PubChem.
All columns: NCI-60 one-dose screen, growth in % after 48 h at 10 µM unless noted; 100 = growth as untreated, 0 = no growth, -100 = all killed.
MCF7 = MCF7 breast cancer; actives 6.3% (n = 82,000)
MDA-MB-231 = MDA-MB-231 breast cancer; AID 1794789; actives 5% (n = 81,000)
MDA-MB-468 = MDA-MB-468 breast cancer; actives 8.5% (n = 78,000); AID 2202374
BT-549 = BT-549 breast cancer | actives 4.4% (n = 78,000) | AID 1794793
K-562 = K-562 leukemia; actives 7.4% (n = 78,000)
HS 578T = HS 578T breast cancer. actives 4.1% (n = 78,000). AID 1794788
T-47D = T-47D breast cancer | actives 5% (n = 79,000)
SR = SR leukemia cells; actives 8.7% (n = 73,000); AID 1794780
An asterisk follows results filed as active; / = no result given; & = joins results of further samples; [ ] = remark or other dose. Rule for the calls: active = growth percent below 10; inactive = the rest.

Second line of a record: MCF7, MDA-MB-231, MDA-MB-468, BT-549, K-562, HS 578T, T-47D, SR
> O=C(O)c1cc(NCc2ccccc2Cl)ccc1N1CCOCC1
    87, 110, 94, 100, 94, 118, 89, 119
> Cc1cc(C(=O)CC(=O)C(F)(F)F)c(C)o1
    102, 106, 109, 122, /, 104, 96, 97
> O=C(CC(=O)Nc1ccc(C(=O)O)cc1)Nc1ccc(C(=O)O)cc1
    89, 113, 104, 108, 101, 95, 83, 84
> CCOC(=O)c1sc2nc(-c3ccccc3)c(C#N)c(N)c2c1N
    79, 90, 87, 112, 99, 100, 92, 90
> O=C1C(Cl)=CC(=NCl)C=C1Cl
    104, 93, /, 87, 107, 97, 96, /
> Cn1ccnc1C(=O)/C=C/c1ccc(C(=O)Nc2ccc(F)cc2)cc1
    19, 19, 15, -15*, 4.4*, 41, 23, 2.1*
> COc1cc([N+](=O)[O-])c(OC)cc1Nc1ccccc1C(=O)O
    88&101, 98, 99&97, 98&96, 72&99, 80&108, 87, /
> Fc1[nH]nc2ccc([C@@H]3Nc4ccc5[nH]ncc5c4[C@H]4C5CCC(C5)[C@@H]34)cc12 (some centres not stated)
    21, 46, 16, 53, 15, 35, /, 42
> Oc1ccc(-c2nc3ccccc3s2)c(O)c1
    96, 96, 87, 125, 85, 112, 110, 92
> Cc1ccc(O)c(N)c1
    100, 93, 99, 95, 113, 106, 93, 113
> Cn1cc(-c2csc(-c3cn(CCO)c4ccc(F)cc34)n2)c2cccnc21
    35, 58, -16*, 53, 18, 80, 9.8*, 21
> COc1ccc(-c2nc3ncnc(Sc4nnc(-c5ccc(Cl)cc5Cl)o4)c3[nH]2)cc1
    76, 69, 77, 64, 43, 60, 69, 40
> Cc1ccc(CN2CCSC(C(=O)Nc3ccccc3)C2)s1 (configuration not stated)
    85, 91, 93, 101, 84, 88, 81, 90
> COC(=O)c1cc([N+](=O)[O-])cc([N+](=O)[O-])c1Cl
    45, 105, -7.4*, 117, 15, /, -28*, 31
> S=c1oc(-c2cc(Cl)cc(Cl)c2Cl)nn1CNc1ccc(Cl)nn1
    114, 98, /, 96, 80, 91, 126, 113
> COc1ccc(NC(=O)CSc2nnc3n(Cc4ccccc4)c(=O)c4c(C)c(C(N)=O)sc4n23)cc1
    90, 98, 117, 92, /, 92, 102, /
> CCCCCC(=O)NCC(=O)OC
    100, 114, 95, 101, /, 107, 89, 85
> CCCCCC(=O)OC/C=C/c1ccccc1
    97, 103, 108, 100, 119, 103, 87, 113
> C=CC(=O)Nc1ccc2ncnc(Nc3cccc(NS(=O)(=O)CCC)c3Cl)c2c1
    56, 24, -32*, 36, 67, 21, 25, 36
> CC1=N/C(=C\c2ccco2)C(=O)N1CCc1ccc(S(N)(=O)=O)cc1
    87, 109, 97, 108, 103, 87, 111, 92
> C=C1C(=O)O[C@H]2[C@H]1CC/C(COC(=O)NCCc1ccc(OC)c(OC)c1)=C\CC[C@@]1(C)O[C@@H]21
    35, 58, 17, 64, /, 91, 33, 11
> Cc1c([C@H](C(Cl)Cl)[C@H](O)[C@H]2C[C@H](C)C(=O)O2)ccc2c1C(=O)[C@H]1[C@H]2C[C@@H](Br)[C@@]23O[C@@H](CO[C@H]2O)CC13C (some centres not stated)
    /, 4.9*, 17, 38, 7.7*, -23*, /, 12
> O=C(O)CCCN1C(=O)/C(=C/c2cn(-c3ccccc3)nc2-c2ccc([N+](=O)[O-])cc2)SC1=S
    52, 86, 74, 55, 57, 64, 62, 33
> CCN1CCC[C@H]1c1cc(O)c2c(c1OC)C[C@H]1C[C@H]3[C@H](N)C(=O)C(C(N)=O)=C(O)[C@@]3(O)C(=O)C1=C2O
    0.9*, -6.8*, -19*, -3.7*, 3.8*, -3.0*, -8.2*, -19*
> N#CC(C(=O)/C(=N/Nc1nc(=S)[nH]n1N)C(C#N)c1ccccc1)c1ccccc1 (configuration not stated)
    105, 102, 104, 91, /, 106, 69, /
> O=C(Nc1ccc2c(c1)OCO2)C(=O)c1c[nH]c2cc(F)ccc12
    58, 26, 74, 70, 26, 50, 47, /
> CCOC(=O)N1CCN(c2nc(O)c(/C=C3/C(C(=O)OC)=Nc4ccc(F)cc43)s2)CC1
    66, 85, /, 84, 78, 96, 71, 74
> Nc1[nH]nc2[nH]c(=S)nc(-c3cccs3)c12
    100, 92, 110, 101, 95, 115, 105, 95
> CC(=O)Oc1c(Cl)cc(Cl)c(Cl)c1[N+](=O)[O-]
    103, 113, 110, 104, 96, 96, 105, 96
> CCCc1cc(=O)n2c(C(=O)Nc3ccccc3OC)c(C(=O)Nc3ccc(F)cc3)sc2n1
    53[30 µM], 58[30 µM], /, -14*[30 µM], 3.5*[30 µM], 9.9*[30 µM], 85[30 µM], 9.3*[30 µM]

Rewritten with bars between the fields: entries from further up.
canonical_smiles | MCF7 | MDA-MB-231 | MDA-MB-468 | BT-549 | K-562 | HS 578T | T-47D | SR
COc1ccc(NC(=O)CSc2nnc3n(Cc4ccccc4)c(=O)c4c(C)c(C(N)=O)sc4n23)cc1 | 90 | 98 | 117 | 92 | / | 92 | 102 | /
CCCCCC(=O)NCC(=O)OC | 100 | 114 | 95 | 101 | / | 107 | 89 | 85
CCCCCC(=O)OC/C=C/c1ccccc1 | 97 | 103 | 108 | 100 | 119 | 103 | 87 | 113
C=CC(=O)Nc1ccc2ncnc(Nc3cccc(NS(=O)(=O)CCC)c3Cl)c2c1 | 56 | 24 | -32* | 36 | 67 | 21 | 25 | 36
CC1=N/C(=C\c2ccco2)C(=O)N1CCc1ccc(S(N)(=O)=O)cc1 | 87 | 109 | 97 | 108 | 103 | 87 | 111 | 92
C=C1C(=O)O[C@H]2[C@H]1CC/C(COC(=O)NCCc1ccc(OC)c(OC)c1)=C\CC[C@@]1(C)O[C@@H]21 | 35 | 58 | 17 | 64 | / | 91 | 33 | 11
Cc1c([C@H](C(Cl)Cl)[C@H](O)[C@H]2C[C@H](C)C(=O)O2)ccc2c1C(=O)[C@H]1[C@H]2C[C@@H](Br)[C@@]23O[C@@H](CO[C@H]2O)CC13C (some centres not stated) | / | 4.9* | 17 | 38 | 7.7* | -23* | / | 12
O=C(O)CCCN1C(=O)/C(=C/c2cn(-c3ccccc3)nc2-c2ccc([N+](=O)[O-])cc2)SC1=S | 52 | 86 | 74 | 55 | 57 | 64 | 62 | 33
CCN1CCC[C@H]1c1cc(O)c2c(c1OC)C[C@H]1C[C@H]3[C@H](N)C(=O)C(C(N)=O)=C(O)[C@@]3(O)C(=O)C1=C2O | 0.9* | -6.8* | -19* | -3.7* | 3.8* | -3.0* | -8.2* | -19*
N#CC(C(=O)/C(=N/Nc1nc(=S)[nH]n1N)C(C#N)c1ccccc1)c1ccccc1 (configuration not stated) | 105 | 102 | 104 | 91 | / | 106 | 69 | /
O=C(Nc1ccc2c(c1)OCO2)C(=O)c1c[nH]c2cc(F)ccc12 | 58 | 26 | 74 | 70 | 26 | 50 | 47 | /
CCOC(=O)N1CCN(c2nc(O)c(/C=C3/C(C(=O)OC)=Nc4ccc(F)cc43)s2)CC1 | 66 | 85 | / | 84 | 78 | 96 | 71 | 74
Nc1[nH]nc2[nH]c(=S)nc(-c3cccs3)c12 | 100 | 92 | 110 | 101 | 95 | 115 | 105 | 95

Next results follow:
Second line of a record: MCF7, MDA-MB-231, MDA-MB-468, BT-549, K-562, HS 578T, T-47D, SR
> Cc1nc(NC(=O)COc2cccc(/C=C3\Cc4ccc(Cl)cc4C3=O)c2)sc1C
    39, 73, 39, 105, 90, 85, 86, 93
> CC/C(=C(\c1ccc(OCCN2CCCCCCC2)cc1)c1ccc(OC(=O)C2CCCCC2)cc1)c1ccc(Cl)cc1
    48, 93, 114, 116, 85, /, 77, 79
> C=C(C)c1ccc(C)cc1
    96, 97, 102, 114, 95, 109, 110, 96
> Fc1ccc(CCOc2cccc(-c3nc4sccn4c3-c3ccccc3)c2)cc1
    82, 86, 66, 101, 54, 93, 64, 51
> O=C1NCCN1c1ncc([N+](=O)[O-])s1
    91, 106, 91, 91, 111, 106, 92, /
> O=C(c1ccccc1)c1ccc2nc(-c3ccccc3Cl)[nH]c2c1
    102, 101, 99, 131, 102, 107, 101, 100
> CCOC(=O)/C(C#N)=C/c1ccc(C)o1
    108, 123, 97, 104, 78, 112, 95, 77
> O=C(O)/C=C\c1cc2c(cc1[N+](=O)[O-])OCO2
    92, 105, /, 85, 104, 105, 96, 103
> O=C(O)c1ccccc1C(=O)c1ccc(Cl)cc1Cl
    95, 104, 100, 104, 108, 85, 86, 95
> C=C1C(=O)O[C@H]2[C@H]1CC/C(Cn1cc(-c3cc(C(F)(F)F)cc(C(F)(F)F)c3)nn1)=C\CC[C@@]1(C)O[C@@H]21
    -68*, -76*, -57*, -78*, -38*, -30*, -61*, -49*
> O=C1CCCC=CC[C@H]2C=C(Cl)C(=O)C2=CC[C@H](CCCCC(F)(F)F)OC(=O)CCCC=CC[C@H]2C=C(Cl)C(=O)C2=CC[C@H](CCCCC(F)(F)F)OC(=O)CCCC=CC[C@H]2C=C(Cl)C(=O)C2=CC[C@H](CCCCC(F)(F)F)O1
    30[6.25 µM], 51[6.25 µM], 60[6.25 µM], 79[6.25 µM], 32[6.25 µM], 82[6.25 µM], 71[6.25 µM], 12[6.25 µM]
> O=C(CNc1ccc(Cl)cc1)N1CCN(c2ncnc3c2cnn3-c2ccccc2)CC1
    37, 69, 46, 43, 41, 63, 37, 57
> N#Cc1c(Cl)nc(SCC(=O)N2CCN(c3cc4c(cc3F)c(=O)c(C(=O)O)cn4C3CC3)CC2)nc1-c1ccccc1
    95, 102, 99, 98, 102, 96, 97, 104
> Cc1cccc2c(-c3ccccc3)c(Cc3ccccc3)[nH]c12
    96, 107, 126, 105, 100, 108, 82, 93
> O=C(Nc1ccccc1)Nc1nc2cc([N+](=O)[O-])ccc2o1
    40, 79, 47, 112, 39, 90, 43, 63
> COc1ccc(NC(=O)c2sc3nc(C)c(C(=O)/C=C/c4cccc(OC)c4)cc3c2N)cc1
    14, 53, 28, 56, 13, 37, 49, 5.9*
> Clc1ccc(-c2nc(C(Cl)Cl)nc3cc(-c4ccccc4)nn23)cc1
    25, 37, -34*, 89, 33, -4.5*, 55, 10
> Cc1ccc(C2=C(Br)C(=O)c3nc(C)ccc3C2=O)cc1
    48, 57, 83, 74, 20, 88, 62, 26
> Nc1ccc(-c2cccc(Oc3ccc4nnc(Cl)n4n3)c2)cc1
    66, 89, 89, 96, 94, 101, 95, 93
> Cc1ccc(N=Cc2c(-c3ccc(S(C)(=O)=O)cc3)nc3ccccn23)cc1
    94, 94, 103, 99, 97, 113, 97, 91
> O=C1OCC/C1=C\N1CCCCC1
    95, 116, 103, 119, 101, 100, 86, 106
> Cc1cc(N2CCCCC2)nc(N2CCN(CC(=O)Nc3ccc4c(ccn4Cc4ccccc4)c3)CC2)n1
    44, 64, 38, 83, 35, 67, 33, 64
> Cc1nn(-c2ccccc2)c2ncnc(N/N=C/c3ccccc3O)c12
    9.6*, 30, -32*, 26, 15, 36, 16, 11
> CCOc1ccc(NC(=O)CSc2nc3ccccc3c(=O)n2CCc2ccccc2)cc1
    88, 75, 91, 94, /, 93, 86, /
> COc1ccc(-c2cc(-c3nc4ccccc4[nH]3)[nH]n2)cc1
    78, 75, 73, 83, 39, /, 73, 27
> O=C(c1nc2ccccc2[nH]1)C1C(c2cccc(O)c2)C2CSCN2[C@@]12C(=O)Nc1ccccc12 (some centres not stated)
    93, 89, 104, 107, 92, 80, 76, 79
> Cc1ccc(S(=O)(=O)Nc2cccc(Cn3c(=O)[nH]c4ccc(Oc5ncccn5)cc4c3=O)c2)cc1
    32, 77, 40, 65, 27, 89, /, /
> Cc1ccc(S(=O)(=O)Nc2ccccc2NS(=O)(=O)c2ccc(C)cc2)cc1
    99, 86, 91, 106, 82, 116, 100, /
> CCCC(=O)c1cc(C)ccc1OC
    103, 94, 113, 107, /, 118, 105, /
> O=C1c2ccccc2CCC12OC2c1cn(-c2ccccc2)nc1-c1cccc([N+](=O)[O-])c1 (configuration not stated)
    85, 92, 82, 126, 77, 91, 87, 83
> CCc1nn2c(-c3cc(F)cc(F)c3)c(-c3cc(OC)c(OC)c(OC)c3)nc2s1
    77, 92, 86, 99, 102, 93, 89, 74
> Cc1cc(=O)n2[nH]c(NC(=O)c3ccccc3)c(C#N)c2n1
    95, 96, 108, 100, 102, 88, 93, /
> O=C(Cc1c(F)cccc1Cl)Nc1ccc(S(=O)(=O)Nc2ncccn2)cc1
    96, 109, /, 91, 90, 111, 102, 52
> COC(=O)[C@]1(C)CCC[C@@]2(C)[C@H]1CC=C1C=C(C(C)C)CC[C@@H]12
    106, 102, 125, 104, 126, 105, 94, 108
